C2C12 statin: suppressors of simvastatin-induced myotoxicity in C2C12 myotubes; 330,000 tested, 0.78% active; ATP luminescence, 48 h; scaled: DMSO 0, geranylgeraniol control 100; rescue of ATP level, % at 7.49 µM; AID 602340;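 active means mean ATP rescue above about 67%, or every replicate alone reaching that limit, limit read from the data, passing the limit was not always enough; inconclusive means no clear call, values can overlap the other calls; inactive means mean under the limit and some replicate under it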;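 further: myotubes were challenged with 10 µM simvastatin during compound exposure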
miR122 inh: inhibitors of miR-122 in Huh7 cells; Huh7 miR-122 Renilla luciferase sensor, 48 h; neutral wells = 0, positive control = 100; activation (reporter increase), % at 12.5 µM; 340,000 tested, 0.3% active;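 active means mean replicate activation score at least 90 and every replicate individually at or above 90; inconclusive means only one of the two criteria met; inactive means neither criterion met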;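 further: higher luciferase means less miR-122 activity so hits act as miR-122 inhibitors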
esBAF inh: blocks esBAF chromatin remodeling in mouse ES cells; 350,000 tested, 2% active; Bmi1-luciferase knock-in reporter, 24 h; 100% = twice the neutral-well signal; reporter increase, % at 12.5 µM; AID 602393; in the data active means activation above about 40%; inconclusive means no clear call, values can overlap the other calls;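 further: 0% = median of the plate's neutral control wells and 100% = double that signal; a rise in the Bmi1 reporter signal indicates esBAF inhibition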
ARNT TACC3 PPI: disruptors of human ARNT/TACC3 interaction. 390,000 tested, 0.66% active. AlphaScreen His-ARNT PAS-B/GST-TACC3 binding, luminescence; TACC3 fragment carries E629A point mutation. inhibition, % at 9.99 µM. Q9Y6A5;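 active means mean inhibition of replicates at least 50% and at least half of replicates each reaching 50%; inconclusive means half or more replicates reach 50% but mean below 50%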;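 further: 0% = complete ARNT plus TACC3 wells and 100% = ARNT alone without TACC3; many hits fall short of the cut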
Cneo AK release: causes C. neoformans cell lysis. lysis activity, % at 15 µM. AID 651654. 360,000 tested, 0.2% active. adenylate kinase release luminescence, 4 h; normalised: neutral wells 0, clomiphene wells 100;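 active means mean lysis activity across replicates of at least 80%, whatever share of replicates individually reach that level; inactive means mean lysis activity below 80%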
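Test system: log-phase Cryptococcus neoformans yeast cells. Input: 5 × 10^6 yeast cells/mL. Medium: fresh YPD growth medium. Doses: single dose. Incubation: static 4 h at 37 °C with compound, 1 h detection. Measured by: luminescent adenylate kinase detection reagent. Read-out: signal increase indicating cell lysis. Benchmarks: Clomiphene.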
SIRT5 inh: inhibitors of human sirtuin-5 desuccinylase; Purified SirT5, succinyl-peptide AMC, trypsin-coupled fluorescence; inhibition, % at 15 µM; Q9NXA8; 330,000 tested, 1.1% active; AID 652115; in the data active means inhibition above about 15%; inconclusive means no clear call, values can overlap the other calls
Target sequence (Q9NXA8 whole entry, looked up): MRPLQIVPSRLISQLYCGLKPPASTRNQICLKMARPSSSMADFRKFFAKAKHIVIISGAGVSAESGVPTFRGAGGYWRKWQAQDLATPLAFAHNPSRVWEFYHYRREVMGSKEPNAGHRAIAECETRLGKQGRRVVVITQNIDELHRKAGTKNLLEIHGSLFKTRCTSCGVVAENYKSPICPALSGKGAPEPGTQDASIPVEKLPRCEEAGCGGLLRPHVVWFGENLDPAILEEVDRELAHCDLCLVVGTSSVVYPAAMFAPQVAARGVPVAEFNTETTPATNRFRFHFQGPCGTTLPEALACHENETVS
ERp5 block: ERp5 (human) disulfide isomerase inhibition | Q15084 | inhibition, % at 9.99 µM | ERp5 insulin aggregation, absorbance 650 nm, 90 min | 350,000 tested, 0.05% active;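 active means mean replicate inhibition above about 25%, with every replicate also reaching it, limit read from the data, passing the limit was not always enough; inconclusive means only one of those two criteria met; inactive means neither criterion met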
Target sequence (Q15084 whole entry, looked up): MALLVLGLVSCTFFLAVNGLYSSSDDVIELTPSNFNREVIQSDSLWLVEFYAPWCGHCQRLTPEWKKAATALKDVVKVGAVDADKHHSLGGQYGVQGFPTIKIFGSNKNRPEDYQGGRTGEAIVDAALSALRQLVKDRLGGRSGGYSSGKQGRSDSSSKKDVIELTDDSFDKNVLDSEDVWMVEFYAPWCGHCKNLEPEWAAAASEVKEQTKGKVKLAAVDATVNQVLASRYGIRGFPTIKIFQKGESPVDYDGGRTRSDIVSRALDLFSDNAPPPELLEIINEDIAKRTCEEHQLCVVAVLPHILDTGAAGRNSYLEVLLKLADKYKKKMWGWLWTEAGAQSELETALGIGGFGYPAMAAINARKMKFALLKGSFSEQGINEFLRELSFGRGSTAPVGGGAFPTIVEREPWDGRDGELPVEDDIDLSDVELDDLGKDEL
Active calls of the source: *; u = inconclusive; x = no result given; & = joins results of further samples; [ ] = another dose, or the depositor's remark.

structure	C2C12 statin	miR122 inh	esBAF inh	ARNT TACC3 PPI	Cneo AK release	SIRT5 inh	ERp5 block
CCOC(=O)c1cc2c(c(-c3ccccc3)n1)[C@@H](CCO)N(S(=O)(=O)C(C)(C)C)C2	3	x	7	-3	-5	-1	-5
CC(=O)NC(=S)Nc1ccc(NC(=O)COc2ccc(Cl)cc2Cl)cc1	x	2	x	0	12	x	x
CC(C)C(NC(=O)c1ccco1)C(=O)NC1CCCCCC1 (stereo not drawn)	2	6	4	-4	4	-2	5
O=C(CN1CCOCC1)Nc1ccc(Cl)c(Cl)c1	0	x	3	x	-1	-5	-3
CCCCOC(=O)c1ccc(NC(=O)C(=O)NCc2ccco2)cc1	x	x	x	11	x	-1	6
O=C(N/N=C/c1cccc([N+](=O)[O-])c1O)c1cccs1	x	x	x	31	x	0	-4
FC(F)(F)c1cnc(-n2cc[nH]c2=S)c(Cl)c1	34	5	-6	-2	-1	x	x
COc1ccc(CN2C(=O)C(C)S/C2=N/N=C/c2ccco2)cc1 (stereo not drawn)	4	-5	70*	x	0	-5	-1
CN(CC(=O)O/N=C(\N)c1cccc([N+](=O)[O-])c1)S(=O)(=O)c1ccccc1	-35	-1	2	8	0	x	x
COc1cccc(CN2CCNC(=O)C2CC(=O)N(C)CCC2CCOCC2)c1OC (stereo not drawn)	4	0	-3	3	0	-2	4
COc1cccc(CN(C)CC(=O)Nc2cccc(S(N)(=O)=O)c2)c1OC	x	x	x	-43	x	-2	-1
Cc1cccc(NC2=C(C#N)C(=O)NC3(CCCC3)S2)c1	13	1	-5	0	-5	4	1
O=C(NC1CCOC1=O)c1ccccc1 (stereo not drawn)	-1	-3	-4	-14	0	-4	3
C[C@@H]1CN([C@H](C)CO)C(=O)c2cc(NC(=O)CCCCCC(=O)Nc3ccccc3N)ccc2O[C@@H]1CN(C)Cc1ccc(Cl)c(Cl)c1	-214	-9[16.7 µM]	-10	17	1	24*	4
CC(C)NC(=O)N(C)C[C@H]1Oc2ccc(NS(C)(=O)=O)cc2CC(=O)N([C@H](C)CO)C[C@@H]1C	21	-5[16.7 µM]	1	-10	-2	-2	-4
NC(Cc1ccc(C(F)(F)F)cc1)c1csc(NC(=O)Nc2ccccc2)n1 (stereo not drawn)	-10	-9	-8	x	-2	-4	-1
Cn1c(CC(=O)NNC(=O)c2cncc(Br)c2)nc2ccccc21	2	-1	-11	-4	11	0	-8
C[C@@H]1CN([C@@H](C)CO)S(=O)(=O)c2ccc(-c3ccncc3)cc2O[C@H]1CN(C)S(C)(=O)=O	2	2[16.7 µM]	2	17	-1	-1	13
Cc1ccc(S(=O)(=O)Nc2ccc3c(c2)C(=O)N([C@@H](C)CO)C[C@H](C)[C@@H](CN(C)S(=O)(=O)c2ccc(C)cc2)OCCCC[C@H](C)O3)cc1	x	1[16.7 µM]	4	-8	-6	2	-3
COc1cccc(-c2ccc(=O)n(CC(=O)Nc3cc4c(cc3NC(C)=O)OCCO4)n2)c1	46	0	-5	24	x	2	5
COc1ccccc1NC(=O)COC(=O)c1ccccc1C(=O)N1CCN(c2ccccc2)CC1	18	-9	2	4	2	3	-8
CCCOc1c(OC)cccc1C1CC(=O)Nc2cc3c(cc21)OCCO3 (stereo not drawn)	0	-2	-1	4	-1	x	x
O=C(O)/C=C/c1ccc(Cn2ccnc2)cc1	2&13	-5&2	0&1	4&5	0&0	-2&1	6&2
O=C(Nc1ccc(N2CCOCC2)c(Cl)c1)c1ccco1	-46	4	1	-8	-13	x	x

3 compounds from above, limited to ERp5 block and esBAF inh:
canonical_smiles	ERp5 block	esBAF inh
O=C(N/N=C/c1cccc([N+](=O)[O-])c1O)c1cccs1	-4	x
FC(F)(F)c1cnc(-n2cc[nH]c2=S)c(Cl)c1	x	-6
COc1ccc(CN2C(=O)C(C)S/C2=N/N=C/c2ccco2)cc1 (stereo not drawn)	-1	70*

Record cards (already shown). Order of values: C2C12 statin | miR122 inh | esBAF inh | ARNT TACC3 PPI | Cneo AK release | SIRT5 inh | ERp5 block
COc1cccc(-c2ccc(=O)n(CC(=O)Nc3cc4c(cc3NC(C)=O)OCCO4)n2)c1 across the screens: 46 | 0 | -5 | 24 | x | 2 | 5
COc1ccccc1NC(=O)COC(=O)c1ccccc1C(=O)N1CCN(c2ccccc2)CC1 across the screens: 18 | -9 | 2 | 4 | 2 | 3 | -8

Following part.
structure	C2C12 statin	miR122 inh	esBAF inh	ARNT TACC3 PPI	Cneo AK release	SIRT5 inh	ERp5 block
O=C(O)CCc1ccc(-c2cccs2)n1CCc1ccccc1	-11	18	6	-6	0	-2	-6
C[C@@H]1CN([C@@H](C)CO)C(=O)c2cc(NC(=O)Nc3ccc4c(c3)OCO4)ccc2O[C@@H]1CN(C)C(=O)Nc1ccccc1	17	-1[16.7 µM]	-4	8	-7	x	x
O=c1[nH]c(N2CCOCC2)nc2c1CCCC2	117*	1	0	-6	4	x	x
O=C(Nc1nnc(C2CCCO2)s1)c1ccc(Br)cc1 (stereo not drawn)	-8	-4	39	-33	-1	4	4
CCCNC(=O)N(C)C[C@@H]1Oc2cc(C#CCC(C)C)ccc2S(=O)(=O)N([C@H](C)CO)C[C@@H]1C	43	9[16.7 µM]	0	-4	-2	4	-3
C[C@@H]1CN([C@H](C)CO)C(=O)c2cc(NS(=O)(=O)c3cccs3)ccc2O[C@@H]1CN(C)C	-16	2[16.7 µM]	0	-8	-3	3	9
COc1cccc(-n2nnnc2SCC(=O)NC2CCCCC2)c1	8	-3	3	-7	0	1	1
CCOC(=O)N1CCN(C(=O)CSc2nc3c(cnn3-c3ccc(C)cc3)c(=O)[nH]2)CC1	5	5	-2	-18	1	-2	1

SIRT5 inh, what is marked active above.
SMILES	miR122 inh	esBAF inh	ARNT TACC3 PPI	SIRT5 inh	ERp5 block
C[C@@H]1CN([C@H](C)CO)C(=O)c2cc(NC(=O)CCCCCC(=O)Nc3ccccc3N)ccc2O[C@@H]1CN(C)Cc1ccc(Cl)c(Cl)c1	-9[16.7 µM]	-10	17	24*	4

Further records follow:
structure	C2C12 statin	miR122 inh	esBAF inh	ARNT TACC3 PPI	Cneo AK release	SIRT5 inh	ERp5 block
COC(=O)C[C@@H]1CC[C@@H]2[C@H](COC[C@H](O)CN2S(=O)(=O)c2ccc(F)cc2)O1	21	4[16.7 µM]	6	6	40	4	-1
CN(C)c1cccc2c1c(NC(=O)c1ccc(Cl)cc1)nn2C	38	3	-2	-1	-1	-1	5
C#CCSc1nc(Cc2ccc(Cl)cc2)nc2ccccc12	2	0	-3	29	2	x	x
CC(C)C(=O)NNC(=O)CC(=O)Nc1ccccc1C(=O)O	x	x	x	4	x	-3	-4
Nc1ccc2nc(Cc3ccccc3)[nH]c2c1	x	x	u	1	0	2	7
CCC(=O)Nc1ccc2c(c1)C(=O)N(C)[C@H]1CC[C@@H](CC(=O)NCCCN(C)C)O[C@@H]1CO2	11	-2[16.7 µM]	6	-2	0	-6	2
COc1ccc(NS(=O)(=O)c2cccc(C(=O)NCC(c3cccs3)N3CCOCC3)c2)cc1 (stereo not drawn)	-3	11	-2	-18	3	x	-1
Oc1cccc2ccc(/C=C/c3ccccc3Cl)nc12	14	16	18	6	-4	-2	-1
CNC(=O)c1c(NC(=O)c2ccc(S(=O)(=O)N3CCCc4ccccc43)cc2)sc2c1CCN(C)C2	-64	2	5	8	2	-3	1
Cc1cc(OCC(=O)N[C@@H](CSCc2ccccc2)C(=O)O)c2c(C)c(C)c(=O)oc2c1	3	3	-3	4	0	x	6
CC(=O)Nc1ccc2c(c1)C(=O)N(C)[C@H]1CC[C@@H](CC(=O)NCc3ccccc3Cl)O[C@H]1CO2	-9	14[16.7 µM]	7	22	-1	6	-3
CC(C)C#Cc1ccc2c(c1)O[C@@H](CN(C)C(=O)Nc1ccccc1)[C@H](C)CN([C@@H](C)CO)S2(=O)=O	-16	36[16.7 µM]	9	6	-4	5	-2
CN(C)C(=O)c1ccccc1-c1ccccc1	4	-7	-3	-2	2	x	x
COc1ccc(S(=O)(=O)Nc2ccc3c(c2)CC(=O)N([C@H](C)CO)C[C@H](C)[C@H](CN(C)C(=O)NC(C)C)O3)cc1	4	10[16.7 µM]	0	-5	-3	-5	-1
Cc1ccnc(NC(=O)COC(=O)C2COc3ccccc3O2)n1 (stereo not drawn)	-1	-2	-2	-1	2	x	x
C[C@@H]1CN([C@@H](C)CO)C(=O)c2cc(NC(=O)Nc3ccc(C(F)(F)F)cc3)ccc2O[C@@H](C)CCCCO[C@@H]1CN(C)C(=O)CCCN(C)C	42	2[16.7 µM]	-1	4	2	x	x
Cc1noc(C)c1S(=O)(=O)Nc1ccc2c(c1)CC(=O)N([C@@H](C)CO)C[C@H](C)[C@H](CN(C)C(=O)Nc1ccc(F)cc1)O2	-18	-4[16.7 µM]	6	-4	4	-4	-22
CN1CCN(C(=O)C[C@H]2CC[C@@H]3[C@H](COc4ccc(NC(=O)c5cccs5)cc4C(=O)N3C)O2)CC1	5	0[16.7 µM]	4	-1	-1	-3	2
O=C(COC(=O)c1ccc(Br)o1)NCC1CCCO1 (stereo not drawn)	6	-5	-12	-13	-2	x	x
CCN1[C@H](C(=O)OC)[C@@H](CO)[C@@H]2Cn3c(ccc(-c4cccc(C(=O)N(C)C)c4)c3=O)[C@@H]21	7	3[16.7 µM]	-4	27	-3	4	x
O=C(Cn1ncc2c3ccccc3n(Cc3ccccc3)c2c1=O)NCCCN1CCCC1=O	7	x	1	-7	-19	-1	-6
O=C(Cc1ccccc1)N[C@H]1C=C[C@@H](CC(=O)N2CCOCC2)O[C@H]1CO	-8	x	4	2	93*	-6	-2
CCCC(C)NC(=O)c1cc(C(=O)OC)cc([N+](=O)[O-])c1 (stereo not drawn)	-4	-5	-11	0	1	x	x
Fc1ccccc1Cn1nnc2c(NCc3ccccn3)ncnc21	0	-6	0	-4	1	x	x
CC(C)(C)NCC(O)COCc1ccc(Cl)cc1 (stereo not drawn)	-7	1	-6	-1	0	x	x
C[C@@H]1CN([C@H](C)CO)C(=O)c2cccc(NS(=O)(=O)c3ccc(F)cc3)c2O[C@@H]1CN(C)Cc1ccc(C(F)(F)F)cc1	16	3[16.7 µM]	0	-8	15	5	0
N#C[C@@H]1[C@@H](c2ccccc2)[C@H](CO)N1C(=O)c1ccc2c(c1)OCO2	-12	x	9	-6	-1	1	2
Oc1ccc(-c2csc(Nc3ccccn3)n2)c(O)c1	-1	5	80*	6	-4	-1	3
CCC1(CC)NC(=O)N(CC(=O)OCC(=O)Nc2ccc(C(F)(F)F)cc2)C1=O	115*	2	0	18	1	x	x
O=C(CSc1ccc2c(c1)OCCO2)Nc1cccnc1	x	x	x	2	x	0	-5
CCOC(=O)c1cc(-c2ccc(Cl)cc2)nc2c1c(=O)[nH]c(=O)n2CCOC	x	x	x	1	x	-5	3
